Bioassay records deposited in PubChem by Sanford-Burnham Center for Chemical Genomics.
HT1080 viability: cytotoxicity in HT1080 fibrosarcoma cells, cell-based, fluorescence readout (AID 620). 87,000 tested, 0.42% active. HT1080 viability, fluorescence; higher % means a stronger effect. cytotoxicity, % at 10 µM; hits with a dose series show EC50 in µM; in the data active = cytotoxicity above about 50%;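 also: cells exposed to compound overnight then 4 h with Alamar Blue; 0% = vehicle DMSO and 100% = killing control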
* hit, by the source's call.

canonical_smiles	HT1080 viability
COc1ccc(C2c3c(ccc4ccccc34)Oc3ncn4nc(CO/N=C/c5ccccc5)nc4c32)cc1 (stereo unspecified)	-5%
CCC1=C(OC(=O)N(CC)CC)N2C(=O)OC(=NCc3ccccc3)[C@]2(C)[C@H]2C1=CC[C@H]1C(=O)N(CC)C(=O)[C@H]12	-41%
O=c1ccc(Cl)cn1Cc1ccccc1F	5%
CC(c1nnc(SCC(=O)N2CC(=O)Nc3ccccc32)n1Cc1ccccc1)N(C)C (stereo unspecified)	-9%
O=c1cc(C(F)(F)C(F)F)oc2ccccc12	-14%
CC(C)CCN=Cc1c(O)n(-c2ccccc2)c(=O)c2ccccc12	-12%
CCOC(CNC(=O)c1ccc2nc(N3CCC(C)CC3)sc2c1)OCC	-7%
COc1ccc(CNC(=O)CN(Cc2ccccc2)S(=O)(=O)c2ccc(Cl)cc2)cc1	9%
COc1ccc(OC)c(N2C(=O)CC(Cc3ccc(Cl)cc3)C2=O)c1 (stereo unspecified)	-10%
CCOC(=O)C1=C(O)/C(=C\c2ccc(CNC(=O)C(=O)Nc3ccc(C)c(C)c3)o2)N=C1C	2%
O=C(CN1CCCCCC1)N1c2ccccc2Sc2ccc(C(F)(F)F)cc21	-10%
Cc1cc(NC(=O)CCCSc2nc(-c3ccco3)cc(C(F)(F)F)n2)n(-c2ccccc2)n1	-4%
CCOC(=O)C1=C(C)Nc2ccc(C)cc2S1	2%
O=C(COc1ccc2ccccc2c1)N1CCN(C(=O)c2cccnc2)CC1	-19%
Cc1oc2c(c1C(=O)c1ccccc1)C(=O)C(=O)c1ccccc1-2	107%*
O=C(NCc1ccncc1)C1CCCCC1	-7%
N#Cc1ccc(C(=O)NCC(c2ccco2)N2CCCCC2)cc1 (stereo unspecified)	9%
C=CCNC(=O)C(C(=O)OCC)C1CCCCC1 (stereo unspecified)	4%
CS(=O)(=O)N(CC(=O)Nc1ccccc1C(=O)NCc1ccccc1)c1ccc2c(c1)OCCO2	-3%
COc1ccc2oc(=O)c(C(=O)NCc3ccccn3)cc2c1	-6%
COc1ccc2nc(SCC(=O)/C(C#N)=C(\C)N)[nH]c2c1	-9%
CC1=C(C(=O)OC(C)C)C(c2coc3ccccc3c2=O)C2=C(CCCC2=O)N1 (stereo unspecified)	-10%
Cc1nn(-c2ccc(F)cc2)c(Cl)c1/C=C(\CCC(=O)O)c1nc2ccccc2s1	-3%
Cc1cccc(N(C(=O)CNC(=O)c2ccco2)C(C(=O)NC2CCCC2)c2ccncc2)c1 (stereo unspecified)	1%

Rewritten as labelled records: entries from further up.
O=C(NCc1ccncc1)C1CCCCC1
  HT1080 viability: -7%

N#Cc1ccc(C(=O)NCC(c2ccco2)N2CCCCC2)cc1 (stereo unspecified)
  HT1080 viability: 9%

C=CCNC(=O)C(C(=O)OCC)C1CCCCC1 (stereo unspecified)
  HT1080 viability: 4%

CS(=O)(=O)N(CC(=O)Nc1ccccc1C(=O)NCc1ccccc1)c1ccc2c(c1)OCCO2
  HT1080 viability: -3%

More structures follow.
canonical_smiles	HT1080 viability
CC(CN1CCOCC1)OC(=O)C(C)(c1ccccc1)c1ccccc1 (stereo unspecified)	13%
CCO/C=C1/C(=O)N(C(C)=O)c2ccccc21	-16%
COCCSc1ccccc1C(=O)N1CCOCC1	5%
CCCCCCCCCCn1c2c(c(=N)c3c1CCC3)CCC2	38%
CSCCC(C(=O)N1CC2(C)CC1CC(C)(C)C2)N1C(=O)c2ccccc2C1=O (stereo unspecified)	-8%
CNC(=O)CC1C(=O)N(C)C(=S)N1NC(=O)c1ccc(Cl)cc1 (stereo unspecified)	3%
N/C(=N\OS(=O)(=O)c1ccc(Cl)cc1)c1ccncc1	-14%
COc1ccc(NC(=O)C2CCCN2S(=O)(=O)c2ccc(C)cc2)cc1 (stereo unspecified)	-7%
Cc1cccc(C)c1OCC(=O)N=Nc1c(O)[nH]c2ccc(Br)cc12	-3%
O=C(Nc1ccccn1)C(=O)N1CCCCC1	5%
CCc1nnc(NC(=O)c2ccc3c(c2)C(=O)N(CC)C3=O)s1	-7%
CCN(C(=O)c1ccco1)c1nnc(-c2ccc(OC)cc2)s1	9%
CN1CCC(N2CCN(c3cccc(C(F)(F)F)c3)CC2)CC1	-11%
O=C(CCCCCn1c(=O)[nH]c2ccccc2c1=O)NCCc1c[nH]c2ccccc12	-4%
CCCCOc1ccc2c(C)cc(=O)oc2c1OCCCC	-1%
CCCc1cc(=O)n2[nH]c(-c3ccc(OC)cc3)nc2n1	-2%
CCOc1c(CNCCN2CCOCC2)cccc1OC	-6%
O=C(c1ccccc1)N1CCN(C(=O)c2ccccc2)C1c1ccccc1	-8%
Cc1ccc(C(=O)Oc2ccccc2C(=O)N2CCOCC2)cc1	2%
CNC(=O)Cn1nc(-c2ccc(C)c(S(=O)(=O)N(C)C)c2)c2ccccc2c1=O	-3%
COC(=O)c1ccc(NC(=O)Nc2ccc(F)c(Cl)c2)cc1	-1%
COc1ccc2c(c1)[nH]c1c(=O)n(CCC3=CCCCC3)cnc12	-3%
Cc1ccnc(NC(=S)NC(=O)/C=C/c2ccco2)c1	22%
COc1ccccc1N1CCN(C(=O)CSc2nc3ccccc3o2)CC1	6%
CCC(=O)C1=C(N2CCCC2)CC(C)(C)CC1=O	1%
COc1ccc(C(=O)CSc2nc3cccnc3n2C)cc1	13%
O=C(NCCSc1ccc(Cl)cc1)c1ccco1	-5%
O=c1oc(-c2cccs2)nc2ccccc12	-14%
CCOc1ccc2nc(Nc3nc(CSc4nnnn4-c4ccccc4)cc(=O)[nH]3)nc(C)c2c1	-2%
O=C(Nc1ccc(S(=O)(=O)Nc2ccccc2)cc1)C1COc2ccccc2O1 (stereo unspecified)	-17%
CNc1nc(Oc2ccc(C(=O)OC)cc2)nc(SC)n1	-1%
CC1=NN(c2ccccc2)C(=O)/C1=C\c1c(C)[nH]n(-c2ccccc2)c1=O	4%
O=C(Nc1cccc(Cl)c1)Nc1ccc(Cl)cn1	3%
O=C(CCCN1C(=O)CCC1=O)Nc1ccc(Br)cc1F	-7%
Cc1cccc(C(=O)Nc2sc(C(=O)N3CCCC3)c(C)c2C#N)c1	-8%
CCSc1ncccc1-c1nc2ccccc2[nH]1	-14%

In a second layout: entries from further up.
C=CCNC(=O)C(C(=O)OCC)C1CCCCC1 (stereo unspecified)
  HT1080 viability = 4%
CS(=O)(=O)N(CC(=O)Nc1ccccc1C(=O)NCc1ccccc1)c1ccc2c(c1)OCCO2
  HT1080 viability = -3%

More entries:
canonical_smiles	HT1080 viability
CC1CCN(C(=O)CN(c2ccc(Cl)c(C(F)(F)F)c2)S(C)(=O)=O)CC1	-12%
Cc1ccccc1CS(=O)(=O)c1nnc([C@H](Cc2ccccc2)NC(=O)OC(C)(C)C)o1	1%
COC(=O)[C@@]1(Cc2ccc(F)cc2)[C@H]2c3cc(C(=O)N(C)C)n(CCc4ccc(OC)c(Br)c4)c3C[C@H]2CN1C(=O)c1ccccc1	-27%
CCOc1cccc(NC(=O)Cn2nc(-c3ccc4c(c3)OCCO4)ccc2=O)c1	1%
CCOc1cc(S(=O)(=O)NCc2ccccn2)ccc1Cl	-1%
CCc1ccc(CCC(=O)Nc2ccc(C(C)=O)cc2)o1	-2%
O=C(NC1(C(F)(F)F)C(=O)Nc2c1c(=O)[nH]c(=O)n2-c1ccccc1)c1ccncc1 (stereo unspecified)	-18%
CCOC(=O)c1sc(NS(=O)(=O)c2ccc(C)cc2)nc1C	-30%
CCOc1cccc(N(C(=O)Cc2cccs2)C(C(=O)NC2CCCCC2)c2cccn2C)c1 (stereo unspecified)	-3%
OC(CNCC1CCCO1)COc1ccc(OCC(O)CNCC2CCCO2)cc1 (stereo unspecified)	-4%
NC(=O)c1sc2nc3c(c(-c4cccs4)c2c1N)CCCCC3	-9%
CC1=C(C(=O)OCc2ccccc2)C(c2ccc(C#N)cc2)NC(=O)N1CCCC(=O)O (stereo unspecified)	-15%
CC(Cc1ccccc1)C(=O)NCCc1c[nH]c2ccccc12 (stereo unspecified)	-8%
Cc1ccccc1C(=O)c1cccn1CC(=O)NCc1ccc2c(c1)OCO2	-10%
O=C(COc1ccccc1)NCc1cccs1	-10%
CC1(C)C(c2ccccc2)=[N+]([O-])C2(CCCCC2=O)N1O (stereo unspecified)	-4%
O=c1c2c(n3cnnc3n1C1CCCCC1)-c1ccccc1CC21CCCCC1	-11%
O=C(CSc1nnc(-c2cccnc2)n1Cc1ccccc1)NCc1ccccc1	4%
CNC(=O)COC(=O)c1ccccc1Oc1ccccc1	-10%
CN(C)C(=O)Cn1c(SCC(=O)Nc2ccc3c(c2)OCO3)nc2ccccc21	-8%
Cc1cc(C)n(CC(=O)n2c(C)c(C)c3ccccc32)n1	-5%
CCOC(=O)CSc1ccc(-c2nc3ccccc3[nH]2)cn1	-11%
Cc1nc(SCC(=O)Nc2ccc(N3CCOCC3)cc2)nc(C)c1C	-8%
Cc1ccc(OCC(O)CN2C(=O)NC(C)(C)C2=O)cc1 (stereo unspecified)	6%
COc1ccc(C2C(C#N)=C(N)Oc3cc(C)[nH]c(=O)c32)c(OC)c1OC (stereo unspecified)	0%
c1ccc(COc2ccc(OCCCN3CCCCC3)cc2)cc1	-7%
O=C1O/C(=C/C(=O)N2CCOCC2)c2ccccc21	2%
CCOC(=O)c1cnc(SC)nc1Nc1cccc2ccccc12	-12%
c1ccc(COc2ccc(CN3CCN(c4ccccn4)CC3)cc2)cc1	30%
O=S(=O)(c1ccc(N2CCOCC2)nc1)N1CCOCC1	-4%
COc1ccc(CNC(=O)C(c2ccc(C)o2)N(C(=O)c2csnn2)c2ccc(C(C)C)cc2)cc1 (stereo unspecified)	7%
COc1cc(/C=C2\S/C(=N/S(=O)(=O)c3ccc(C)cc3)NC2=O)c([N+](=O)[O-])cc1OC	-6%
O=C(NNC1=C(C(=O)C(F)(F)F)CCC1)c1ccc(Br)cc1	15%
COCCn1c(SCC(=O)Nc2sccc2C(N)=O)nc2cc(Cl)ccc2c1=O	6%
CC(/C=N/NC(=O)c1n[nH]c2c1CCC2)=C\c1ccccc1	72%*
CCCCNC(=O)CSc1nnc(Cc2ccccc2)n1CC	-6%
CCCCn1nnnc1SCC(=O)N1CCOCC1	-8%
CC(=O)c1ccc(-n2c(-c3cc(-c4ccco4)[nH]n3)n[nH]c2=S)cc1	4%
CC(C)CNC(=O)c1cccc(NC(=O)c2ccco2)c1	11%
O=C(NC1CCCC1)c1cccc(NC(=O)c2ccco2)c1	-6%
CN(CC(=O)Nc1ccccc1N1CCOCC1)S(=O)(=O)c1ccc(F)cc1	4%
CCOC(=O)Cc1cc(=O)n2[nH]c(-c3ccc(Cl)cc3)cc2n1	-2%
CCc1ccc(C(=O)COC(=O)CNC(=O)c2cccs2)cc1	-7%
CN(C)CCCC(=O)c1ccc2c(c1)OCO2	-16%
CC1CCCC(NC(=O)Cc2ccc(Br)cc2)C1C (stereo unspecified)	-7%
CCCCNC(=O)C1CCCNC1=O (stereo unspecified)	6%
COC(=O)C(O)(CC(=O)Nc1ccc(C)c(F)c1)C(F)(F)F (stereo unspecified)	-14%
Cc1ccc(S(=O)(=O)N/N=C2/CC(c3ccccc3)Oc3ccccc32)cc1 (stereo unspecified)	-6%
CCCNCc1cc(OC)c(OCCC)cc1Cl	-2%
O=C(C1CCN(S(=O)(=O)c2ccc(Cl)cc2)CC1)N1CCOCC1	3%
CCOc1cc(CN2CCN(c3cccc(C(F)(F)F)c3)CC2)ccc1OC	-13%
NC(=O)c1ncc(C(F)(F)F)cc1Oc1ccc(C(F)(F)F)cc1	9%
COc1ccc(-n2cnnc2SCC(=O)Nc2nc(C)c(Cl)cc2Cl)cc1	19%
Cc1ccc(C(C)C)c(OCCN2C(=O)NC(C)(C)C2=O)c1	-17%
CC1CCN(C(=O)CCCNC(=O)Cn2cnc3sc4c(c3c2=O)CCCC4)CC1	-13%
NNC(=O)c1nnn(-c2nonc2N)c1-c1cccs1	16%
COc1cc(-c2nc3ccccc3s2)ccc1O	-7%
COc1ccc(N2C(=O)CC(N3CCC(c4nc5ccccc5[nH]4)CC3)C2=O)cc1 (stereo unspecified)	-8%
COc1ccc(O)c(-c2cc(C(F)(F)C(F)F)nc(-c3ccccc3)n2)c1	14%
COC(=O)[C@@]1(Cc2ccc(F)cc2)[C@@H]2[C@@H](CC(=O)[C@H]2CC(=O)C(=O)N2CCCC2)CN1C(=O)c1ccccc1	2%

(more compounds)
canonical_smiles	HT1080 viability
CCOC(=O)c1c(NC(=O)CCl)sc(C(=O)N(CC)CC)c1C	54%*
CC(NC(N)=O)C(=O)OCc1ccc(Cl)cc1Cl (stereo unspecified)	-2%
O=C(NCC1CCCO1)c1ccc(CS(=O)(=O)c2ccc(Cl)cc2)o1 (stereo unspecified)	8%
CCOC(=O)c1csc(NC(=O)CSc2nnnn2-c2cccc(OC)c2)n1	-12%
COC(=O)CC(NC(=O)c1ccco1)c1cccc2ccccc12 (stereo unspecified)	-1%
O=C(Nc1ccc(F)cc1)c1ccccc1F	-13%
COC(=O)c1cccc(C23CC4(C2)[C@H](CN(CC2CCCCC2)[C@@H]4c2ccccc2)C3c2ccc(C(F)(F)F)cc2)c1 (stereo partly specified)	3%

Two compounds picked at random from those above, as already listed:
canonical_smiles	HT1080 viability
CNC(=O)CC1C(=O)N(C)C(=S)N1NC(=O)c1ccc(Cl)cc1 (stereo unspecified)	3%
CC(/C=N/NC(=O)c1n[nH]c2c1CCC2)=C\c1ccccc1	72%*

The list is partial (hit frequency here may not be typical).
